# Screens from PubChem.
# RPL19A TOR yeast: RPL19A-GFP expression modulators in yeast, primary screen, cell-based, S. cerevisiae, multiplex flow cytometry, MLPCN | percent response vs DMSO, % at 10 µM | AID 2025, 2009 | actives 0.3% (n = 330,000) | S. cerevisiae RPL19A-GFP strain, 3 h; stronger effect = lower value;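 active = percent response vs DMSO below 50%; inconclusive = fewer than 70 events counted for the yeast strain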;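 also: median channel GFP fluorescence of the barcoded RPL19A-GFP strain; ratio of sample median GFP to plate DMSO average so 100% = DMSO; lower means less RPL19A-GFP as with rapamycin TOR inhibition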
# Yeast superoxide: reduction of superoxide in aged yeast, primary screen, HTS. actives 0.18% (n = 330,000). superoxide response (% of plate mean), % at 10 µM. S. cerevisiae aged cells, superoxide DHE fluorescence; stronger effect = lower value;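 active = superoxide response under a set limit, about three screen SD below normal, cut at about 65% in these data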;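 also: yeast aged for seven days with compound at 30 °C before DHE staining; 100% = average MFI of all compound-treated wells on the plate with controls excluded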
# AGP1-GFP MLPCN: modulators of AGP1-GFP expression in yeast TOR pathway, primary screen, cell-based, multiplex flow cytometry, S. cerevisiae, MLPCN library. 3 h; GFP as percent of DMSO wells. GFP response vs DMSO, % at 10 µM. actives 0.02% (n = 320,000);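 active = GFP response relative to DMSO above a set limit, near screen average plus 3 SD, cut at about 150% in these data; inconclusive = fewer than 70 cells counted for the yeast strain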;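 also: median GFP channel fluorescence of the gated AGP1 strain per well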
# CIT2 TOR yeast: modulators of CIT2-GFP expression in yeast, primary screen, S. cerevisiae, GFP fusion, multiplex flow cytometry, MLPCN library; S. cerevisiae CIT2-GFP strain, 3 h; 100 means same as DMSO wells; GFP response vs DMSO, % at 10 µM; actives 0.065% (n = 320,000); AID 2029, 2009;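 active = GFP response relative to DMSO above a set limit, near the screen mean plus 3 SD, cut at about 150% in these data; inconclusive = Fewer than 70 cells measured for a yeast strain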;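 also: ratio of well median GFP fluorescence to mean of DMSO wells on the plate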
# GRK2 aptamer HTS: compounds blocking aptamer binding on GRK2 – biochemical, human GRK2, bead flow cytometry, HTS, primary screen. Beta-adrenergic receptor kinase 1 (Homo sapiens), P25098. FAM-aptamer displacement from GRK2. inhibition of aptamer binding, % at 10 µM. actives 0.59% (n = 330,000). AID 488847, 2010;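 active = inhibition of aptamer binding above 40%, roughly 3 SD of noise, on plates passing a quality check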;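 also: median bead fluorescence of bound FAM aptamer so fluorescent compounds give negative values; no value below 0 was filed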
# LAP4-GFP MLPCN: modulators of LAP4-GFP expression in yeast, primary screen, S. cerevisiae, multiplex flow cytometry, MLPCN library; GFP response vs DMSO, % at 10 µM; 3 h; median GFP as percent of DMSO wells; actives 0.34% (n = 320,000);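 active = GFP response vs DMSO above a set limit, about the screen mean plus 3 SD, cut at about 150% in these data; inconclusive = under 70 cell events counted for the yeast strain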
# MEP2-GFP yeast: modulators of MEP2-GFP levels in yeast, primary screen, S. cerevisiae, multiplex flow cytometry, MLPCN library | S. cerevisiae MEP2-GFP strain, 3 h; 100% = DMSO control level | actives 0.51% (n = 330,000) | GFP response vs DMSO, % at 10 µM;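 active = GFP response versus DMSO above a set limit, roughly screen mean plus 3 SD, cut at about 180% in these data; inconclusive = fewer than 70 cells counted for a yeast strain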;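 also: median GFP fluorescence of the barcode-gated MEP2-GFP cells per well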
# VLA-4 inh: inhibition in human VLA-4 binding assay, primary screen, VLA-4 allosteric modulator project, MLPCN library, flow cytometry, VLA-4 expressing cells. Integrin alpha-4 (Homo sapiens), P13612. ligand binding flow cytometry. inhibition, % (about 7 µM as worked out from the volumes in the protocol). actives 0.2% (n = 330,000). AID 2557, 2010; in the data active = inhibition above about 50%
# Target sequence (P13612 whole entry, looked up): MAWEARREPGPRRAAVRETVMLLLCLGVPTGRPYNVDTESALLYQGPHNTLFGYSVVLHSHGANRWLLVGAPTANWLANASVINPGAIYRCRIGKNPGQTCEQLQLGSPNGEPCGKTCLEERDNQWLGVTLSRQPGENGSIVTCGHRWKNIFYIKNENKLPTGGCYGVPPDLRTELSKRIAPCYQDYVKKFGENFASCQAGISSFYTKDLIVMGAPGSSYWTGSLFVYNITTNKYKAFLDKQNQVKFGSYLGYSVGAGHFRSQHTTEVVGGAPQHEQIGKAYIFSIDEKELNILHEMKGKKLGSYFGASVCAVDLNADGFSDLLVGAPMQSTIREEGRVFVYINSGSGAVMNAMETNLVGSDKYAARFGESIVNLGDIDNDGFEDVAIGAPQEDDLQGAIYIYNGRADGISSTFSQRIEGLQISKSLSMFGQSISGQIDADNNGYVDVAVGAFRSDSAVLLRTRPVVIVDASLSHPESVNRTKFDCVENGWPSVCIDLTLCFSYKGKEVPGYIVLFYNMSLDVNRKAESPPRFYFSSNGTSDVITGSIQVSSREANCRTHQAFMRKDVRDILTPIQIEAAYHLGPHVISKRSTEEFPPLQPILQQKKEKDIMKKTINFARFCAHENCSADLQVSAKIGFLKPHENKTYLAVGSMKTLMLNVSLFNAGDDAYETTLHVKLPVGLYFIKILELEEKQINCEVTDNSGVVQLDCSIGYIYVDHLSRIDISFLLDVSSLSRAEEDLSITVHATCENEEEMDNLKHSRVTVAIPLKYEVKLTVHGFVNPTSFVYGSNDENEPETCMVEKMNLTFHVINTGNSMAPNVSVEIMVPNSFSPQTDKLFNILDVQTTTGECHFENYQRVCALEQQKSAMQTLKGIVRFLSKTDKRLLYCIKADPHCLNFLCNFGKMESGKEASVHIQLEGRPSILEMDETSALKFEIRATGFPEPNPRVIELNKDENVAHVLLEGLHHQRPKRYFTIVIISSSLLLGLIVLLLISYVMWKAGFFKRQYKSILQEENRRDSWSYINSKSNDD
# Starred values were filed as active, the others as inactive; i = inactive; ? = inconclusive; nt = no result given; & = joins results of further samples; [ ] = dose if it differs, or a comment.
nr	Structure	RPL19A TOR yeast	Yeast superoxide	AGP1-GFP MLPCN	CIT2 TOR yeast	GRK2 aptamer HTS	LAP4-GFP MLPCN	MEP2-GFP yeast	VLA-4 inh
1	Nc1nc(Oc2ccc(F)cc2)c(Br)c(=O)[nH]1	98	97	97	95	0	100	101	0
2	O=S(=O)(Nc1ccc(F)cc1)c1ccc(NC(=S)Nc2ccccc2)cc1	97	102	101	112	2	94	89	25
3	O=C(Cn1cc2c(n1)CCCC2)NCCCN1CCCC1	104	94	106	106	0	96	111	3
4	O=C(CCC(=O)N1CCN(S(=O)(=O)c2ccc(Cl)cc2)CC1)NC1CCCc2ccccc21 (stereo unspecified)	99	108	103	106	0	102	105	1
5	Cc1onc(-c2c(F)cccc2Cl)c1C(=O)ONC(=O)c1ccco1	101	100	nt	nt	1	nt	102	0
6	Oc1ccc(/C=N/NC2=NCCCCC2)c(O)c1	101	91	100	97	2	100	97	-1
7	CCCN1C(=O)C(Cc2nc3ccccc3c(=O)n2-c2ccccc2)c2cc(C)ccc21 (stereo unspecified)	99	93	95	86	3	96	97	11
8	S=C(NCc1ccccc1)Nc1ccc2cn[nH]c2c1	94	100	97	88	0	88	95	7
9	COc1cc(C(=O)OC(C)CN2CCOCC2)cc(OC)c1OC (stereo unspecified)	99&106	92&106	105&106	115&102	1&0	102&96	104&105	2&-1
10	Cc1ccccc1NC(=S)NC(NC(=O)c1ccccc1C)C(Cl)(Cl)Cl (stereo unspecified)	94	105	99	93	0	93	93	1
11	Cc1cccc(C(=O)N2CCc3cc(-c4csc(NC(=O)CN5CCCC5)n4)ccc32)c1	104	92	105	105	0	97	103	-9
12	COc1ccc(CCNC(=O)C2CCCN(S(=O)(=O)c3ccc(F)cc3)C2)cc1OC (stereo unspecified)	97	90	88	93	0	98	98	-2
13	CCOC(=O)CNC(=O)CSc1nc2cccnc2n1C1CCCCC1	94	95	99	87	1	88	97	-7
14	CN=C1S/C(=C\c2ccc(O)c(Br)c2)C(=O)N1C	96	91	83	88	0	132	92	2
15	Nn1c(Cc2ccccc2)nc2ccccc2c1=O	99	101	111	106	2	130	99	-6
16	CCOC(=O)C[C@H]1c2cc(F)ccc2S(=O)(=O)N1c1ccccc1	107	109	87	108	1	127	90	1
17	COc1ccc(C(=O)/C=C/Nc2ccccn2)cc1	93	99	95	96	2	112	95	-2
18	Cc1nn(C)cc1S(=O)(=O)N1CCN(Cc2cccc(Cl)c2)CC1	103	103	127	105	3	117	111	-2
19	O=C(Nc1ccc(Br)cc1)c1cccc(OC(=S)N2CCOCC2)c1	105	106	98	107	0	102	105	8
20	CCCc1cc(N2CCCC(C(=O)Nc3c(OC)cccc3OC)C2)n2ncnc2n1 (stereo unspecified)	104	123	108	112	2	107	108	-11
21	CC(/C=C/c1ccc2c(c1)OCO2)=N\NC(=O)c1cccc([N+](=O)[O-])c1	100	87	106	95	0	91	98	1
22	O=C(CN1CCC(NC(=O)Cc2ccccc2)CC1)Nc1ccccc1Br	105	102	101	100	0	90	105	31
23	Cc1ccc(C23OCCN2CCn2nc4ccccc4c23)cc1 (stereo unspecified)	96	101	94	94	0	95	99	28
24	COc1ccccc1CCCNC(=O)C1CCC(=O)N(Cc2ccccc2F)C1 (stereo unspecified)	101	94	99	99	0	108	99	13
25	Cc1ccc(NS(=O)(=O)c2ccc(C(=O)OCC(=O)NCC3CCCO3)cc2)cc1 (stereo unspecified)	94	106	98	98	0	98	97	1
26	O=C(N/N=C/c1c(Cl)cccc1Cl)c1n[nH]c2c1CCCC2	98	79	95	87	3	92	98	13
27	CCOCCCNS(=O)(=O)c1cc(Br)cc2c1N(C(=O)C1CC1)CC2	100	96	101	96	0	91	90	10
28	O=C(NC1CCCCCC1)c1nc2ncccn2n1	80[may fluoresce violet]	89	nt	?	1	?	?	-1
29	CC(C)CNC(=O)CSc1nc2scc(-c3ccccc3)c2c(=O)[nH]1	93	114	92	86	5	92	85	-5
30	CCCc1nc(-c2ccccc2O)n(-c2ccccc2)n1	102	93	104	98	4	109	108	3
31	O=C(CSc1nnc(-c2ccncc2)n1-c1ccc(Cl)cc1)N1CCOCC1	99	104	106	103	0	92	107	18
32	CCCn1c(-c2cccs2)nc2ccccc21	96	102	93	89	6	106	106	5
33	Nc1ccccc1C(=O)NCc1ccc(Cl)cc1	101	91	97	93	0	99	102	2
34	COC(=O)c1c(NC(=O)CC2SC(N)=NC2=O)sc2c1CCCC2 (stereo unspecified)	99	90	101	96	1	96	99	-12
35	O=C(O)C(Cc1ccccc1)N1C(=O)c2c(Cl)c(Cl)c(Cl)c(Cl)c2C1=O (stereo unspecified)	100	127	106	82	0	121	105	5
36	Cc1ccc(-n2cc(CNCCN3CCOC3=O)c(-c3ccc(F)cc3)n2)cc1	104	106	94	95	1	101	98	24

# Sorted by heavy-atom count (lowest first): part of the list above
nr	Structure	RPL19A TOR yeast	Yeast superoxide	AGP1-GFP MLPCN	CIT2 TOR yeast	GRK2 aptamer HTS	LAP4-GFP MLPCN	MEP2-GFP yeast	VLA-4 inh
28	O=C(NC1CCCCCC1)c1nc2ncccn2n1	80[may fluoresce violet]	89	nt	?	1	?	?	-1
35	O=C(O)C(Cc1ccccc1)N1C(=O)c2c(Cl)c(Cl)c(Cl)c(Cl)c2C1=O (stereo unspecified)	100	127	106	82	0	121	105	5
36	Cc1ccc(-n2cc(CNCCN3CCOC3=O)c(-c3ccc(F)cc3)n2)cc1	104	106	94	95	1	101	98	24

# Next part.
nr	Structure	RPL19A TOR yeast	Yeast superoxide	AGP1-GFP MLPCN	CIT2 TOR yeast	GRK2 aptamer HTS	LAP4-GFP MLPCN	MEP2-GFP yeast	VLA-4 inh
37	Cc1nc2ccccc2c(=O)n1NC(=O)c1cc(Br)ccc1Cl	100	101	104	105	0	99	99	-13
38	O=C(O)CCCCCCCCCC(=O)c1cccs1	92	104	93	96	0	133	100	-1
39	Cc1cc(C)nc(NC(=O)c2c(F)c(F)c(F)c(C(=O)Nc3cc(C)cc(C)n3)c2F)c1	94	86	97	102	7	99	94	6
40	CCc1ccc2oc(=O)cc(CN3CCN(Cc4ccccc4)CC3)c2c1	104	101	105	100	0	100	101	-5
41	CCOC(=O)N1CCC(N(CCN(C)C)C(=S)Nc2cc(Cl)ccc2C)CC1	96	84	90	85	1	86	98	-5
42	O=C(NCc1ccccc1)C1(c2cccc(F)c2)CCCC1	92	96	86	79	0	86	83	-9
43	O=C(/C=C/c1ccc2c(c1)OCO2)N1CCN(c2ccccc2F)CC1	92	111	90	85	3	101	105	-17
44	O=C1OC(Nc2nccs2)c2ccccc21 (stereo unspecified)	102	109	89	93	0	84	91	0
45	CN(CC(=O)Nc1ccc(F)c(F)c1F)C(=O)/C=C/c1ccco1	91	110	95	88	8	106	97	11
46	CC1CCc2cc(F)ccc2N1C(=O)c1ccncc1 (stereo unspecified)	105	102	102	103	0	90	106	11
47	COCCN1C(=O)c2oc3cc(C)c(C)cc3c(=O)c2C1c1ccc(O)cc1 (stereo unspecified)	100	100	100	98	0	100	103	-1
48	Cc1ccc2c(c1)N(S(=O)(=O)c1ccc(F)cc1)C(C(C)(C)C)CO2 (stereo unspecified)	102	106	101	92	0	nt	100	1
49	COc1ccc(CC(=O)Nc2cccc(-c3ccc4nnc(C)n4n3)c2)cc1OC	96	91	101	96	0	106	96	-3
50	Cc1c(Cl)cnc(NC(=O)CSc2nnnn2C)c1Cl	94	99	95	87	5	91	94	10
51	Cc1cc2nccc(-c3ccc(OCCCF)cc3)n2n1	93	97	88	94	0	93	97	18
52	CCOc1ccc2cc(C#N)c(SCC(=O)N3CCC(C)CC3)nc2c1	89	i	86	88	0	89	89	-8
53	CCOC(=O)N1CCN(CCC(=O)Nc2ccc(Br)c(C)c2)CC1	110	87	122	95	0	104	105	-4
54	Cc1cc(C)c[n+](C(C)C(=O)c2ccc(-c3ccccc3)cc2)c1 (stereo unspecified)	103	95	104	98	0	105	103	3
55	O=C(NCCCN1CCOCC1)/C(=C/c1ccc(F)cc1)NC(=O)c1ccccc1	103	103	105	97	0	100	98	13
56	NS(=O)(=O)c1ccc(CCNC(=O)Cc2c[nH]c3ccccc23)cc1	106	101	99	104	4	90	101	20
57	CCOc1ccc(C(=O)N2CCN(c3cnn(-c4ccccc4)c(=O)c3Cl)CC2)cc1	100	91	103	100	0	96	103	6
58	O=C1CCC(C(=O)Nc2cccc(S(=O)(=O)N3CCOCC3)c2)N1 (stereo unspecified)	105	95	109	97	3	98	106	6
59	CCOC(=O)CSc1nnc(CNC(=O)c2cc(OCC)c(OCC)c(OCC)c2)n1C	98	82	106	105	2	98	100	-9
60	O=C(NNC(=S)Nc1ccc(Cl)cc1Cl)c1ccc(N2CCOCC2)c([N+](=O)[O-])c1	96	102	95	94	0	95	102	10
61	CCCCN(CCCC)c1cn[nH]c(=O)c1Cl	91	112	91	87	5	93	112	3
62	COCCNC(=O)c1ccc(-n2c(SCc3cc(F)ccc3F)nc3ccccc3c2=O)cc1	106	90	102	110	1	93	94	11
63	Cc1ccc(C)c(NC(CC(=O)c2ccccc2)C(=O)OCC(=O)c2cccs2)c1 (stereo unspecified)	102	93	92	108	2	97	114	-33
64	NCC(=O)NCC(=O)OCc1ccccc1	99	79	80	93	0	115	62	-2
65	CC(=O)N/C(=C\c1ccccc1)C(=O)OCc1cccc(S(=O)(=O)N(C)C)c1	104	98	96	98	3	83	102	-1
66	COc1ccc(NC(=O)Nc2ccccc2OC)cc1	94	94	96	85	2	114	98	12
67	CC1(C)NC(=O)N(CC(O)COc2ccc(-c3ccccc3)cc2)C1=O (stereo unspecified)	99	110	102	95	4	101	104	1
68	COc1cc(/C=C(\C#N)C(=O)Nc2ccc(C(=O)O)cc2)ccc1OC(=O)c1cccc(F)c1	104	95	101	98	42*	92	106	-3
69	CCCCOC(=O)CSc1n[nH]c(=O)[nH]c1=O	102	99	107	105	3	103	107	-3
70	Cc1ccc(CCN2CC(C(=O)NCCN3CCOCC3)CC2=O)cc1 (stereo unspecified)	96	107	81	98	2	99	105	-1
71	Cc1cc(C(=O)N/N=C/c2ccc3c(c2)OCO3)c(C)o1	101	95	97	100	3	103	103	6
72	NS(=O)(=O)c1ccc(CCNc2ccnc3cc(Cl)ccc23)cc1	109	96	103	110	0	102	109	5
73	O=C(COC(=O)c1ccccc1F)NC(=O)NC1CCCC1	98	92	101	99	2	98	101	20
74	COC(=O)Nc1sc2c(c1C(N)=O)CCCCCC2	100	120	99	94	1	101	104	7
75	Cc1cccc(-c2ocnc2C(=O)N2CCN(C(=O)c3cccs3)CC2)c1	107	86	103	96	0	93	105	0
76	CCN(Cc1ccccc1)c1ccc(/C=N/NC(=S)NC(C)C)cc1	102	95	102	108	1	94	97	7
77	COC(=O)CNc1c(-c2ccccc2)nc2ccc(Br)cn12	96	98	108	101	0	122	100	-2
78	O=C(COC(=O)CCN1C(=O)C2CC=CCC2C1=O)NCCc1ccc(F)cc1 (stereo unspecified)	111	101	109	102	0	108	116	-8
79	COCC(C)N1CCC(n2nccc2NC(=O)CCCc2ccccc2)CC1 (stereo unspecified)	101	75	96	99	0	92	100	11
80	CC(C)C[C@@H](CO)N1CCN(CC(C)C)CCC1=O	96	95	80	69	1	107	95	48
